Bioassay records as filed in PubChem BioAssay.
AGP1 TOR yeast: modulators of AGP1-GFP expression in yeast TOR pathway, primary screen, cell-based, multiplex flow cytometry, S. cerevisiae, MLPCN library; actives 0.02% (n = 320,000); AID 2066, 2009; GFP response vs DMSO, % at 10 µM; 3 h; GFP as percent of DMSO wells;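 active means GFP response relative to DMSO above a set limit, near screen average plus 3 SD, cut at about 150% in these data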;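 further: median GFP channel fluorescence of the gated AGP1 strain per well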
CR mimetic SO: reduction of superoxide in aged yeast, primary screen, HTS. S. cerevisiae aged cells, superoxide DHE fluorescence; hits give low values. superoxide response (% of plate mean), % at 10 µM. actives 0.18% (n = 330,000);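 active means superoxide response under a set limit, about three screen SD below normal, cut at about 65% in these data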;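 further: yeast aged for seven days with compound at 30 °C before DHE staining; 100% = average MFI of all compound-treated wells on the plate with controls excluded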
GRK2 aptamer HTS: compounds blocking aptamer binding on GRK2 – biochemical, human GRK2, bead flow cytometry, HTS, primary screen | actives 0.59% (n = 330,000) | FAM-aptamer displacement from GRK2 | AID 488847, 2010 | inhibition of aptamer binding, % at 10 µM | Beta-adrenergic receptor kinase 1 (Homo sapiens), P25098;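 active means inhibition of aptamer binding above 40%, roughly 3 SD of noise, on plates passing a quality check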;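 further: median bead fluorescence of bound FAM aptamer so fluorescent compounds give negative values; no value below 0 was filed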
Target sequence (P25098 whole entry, looked up): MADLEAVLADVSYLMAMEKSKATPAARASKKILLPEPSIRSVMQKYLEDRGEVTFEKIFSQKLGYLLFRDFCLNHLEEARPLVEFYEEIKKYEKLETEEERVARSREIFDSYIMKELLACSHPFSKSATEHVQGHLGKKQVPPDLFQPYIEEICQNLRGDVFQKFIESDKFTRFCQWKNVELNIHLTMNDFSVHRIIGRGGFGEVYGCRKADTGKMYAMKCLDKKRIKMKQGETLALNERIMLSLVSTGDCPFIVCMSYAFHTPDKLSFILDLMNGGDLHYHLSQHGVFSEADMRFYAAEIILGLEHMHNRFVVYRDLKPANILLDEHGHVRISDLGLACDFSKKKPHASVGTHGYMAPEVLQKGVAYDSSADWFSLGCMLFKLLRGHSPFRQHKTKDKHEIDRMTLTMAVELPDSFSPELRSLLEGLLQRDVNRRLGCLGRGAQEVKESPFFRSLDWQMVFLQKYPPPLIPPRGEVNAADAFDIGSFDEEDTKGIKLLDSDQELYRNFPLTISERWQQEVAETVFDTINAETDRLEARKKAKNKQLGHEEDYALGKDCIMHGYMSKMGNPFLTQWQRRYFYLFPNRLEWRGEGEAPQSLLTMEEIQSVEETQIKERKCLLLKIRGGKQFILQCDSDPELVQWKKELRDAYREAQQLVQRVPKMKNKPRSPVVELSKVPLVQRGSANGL
CIT2 TOR yeast: modulators of CIT2-GFP expression in yeast, primary screen, S. cerevisiae, GFP fusion, multiplex flow cytometry, MLPCN library. GFP response vs DMSO, % at 10 µM. AID 2029, 2009. S. cerevisiae CIT2-GFP strain, 3 h; 100 means same as DMSO wells. actives 0.065% (n = 320,000);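 active means GFP response relative to DMSO above a set limit, near the screen mean plus 3 SD, cut at about 150% in these data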;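 further: ratio of well median GFP fluorescence to mean of DMSO wells on the plate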
VLA-4 inh: inhibition in human VLA-4 binding assay, primary screen, VLA-4 allosteric modulator project, MLPCN library, flow cytometry, VLA-4 expressing cells | inhibition, % (about 7 µM as worked out from the volumes in the protocol) | actives 0.2% (n = 330,000) | ligand binding flow cytometry | Integrin alpha-4 (Homo sapiens), P13612; in the data active means inhibition above about 50%
RPL19A TOR yeast: RPL19A-GFP expression modulators in yeast, primary screen, cell-based, S. cerevisiae, multiplex flow cytometry, MLPCN. actives 0.3% (n = 330,000). S. cerevisiae RPL19A-GFP strain, 3 h; hits give low values. percent response vs DMSO, % at 10 µM;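 active means percent response vs DMSO below 50%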;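 further: median channel GFP fluorescence of the barcoded RPL19A-GFP strain; ratio of sample median GFP to plate DMSO average so 100% = DMSO; lower means less RPL19A-GFP as with rapamycin TOR inhibition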
LAP4-GFP MLPCN: modulators of LAP4-GFP expression in yeast, primary screen, S. cerevisiae, multiplex flow cytometry, MLPCN library | actives 0.34% (n = 320,000) | AID 2023, 2009 | GFP response vs DMSO, % at 10 µM | 3 h; median GFP as percent of DMSO wells;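 active means GFP response vs DMSO above a set limit, about the screen mean plus 3 SD, cut at about 150% in these data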
MEP2 TOR yeast: modulators of MEP2-GFP levels in yeast, primary screen, S. cerevisiae, multiplex flow cytometry, MLPCN library | actives 0.51% (n = 330,000) | S. cerevisiae MEP2-GFP strain, 3 h; 100% = DMSO control level | GFP response vs DMSO, % at 10 µM | AID 2016, 2009;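 active means GFP response versus DMSO above a set limit, roughly screen mean plus 3 SD, cut at about 180% in these data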;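 further: median GFP fluorescence of the barcode-gated MEP2-GFP cells per well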
* hit, by the source's call.

What do the screens show for `CCC(=O)NC(=S)Nc1ccc(NC(=O)c2ccco2)c(Cl)c1`?
AGP1 TOR yeast: 96; CR mimetic SO: 89; GRK2 aptamer HTS: 0; CIT2 TOR yeast: 100; VLA-4 inh: -1; RPL19A TOR yeast: 97; LAP4-GFP MLPCN: 99; MEP2 TOR yeast: 98

How did COc1ccc(C)cc1NC(=O)c1ccoc1C do in these assays?
AGP1 TOR yeast: 92; CR mimetic SO: 115; GRK2 aptamer HTS: 1; CIT2 TOR yeast: 97; VLA-4 inh: 21; RPL19A TOR yeast: 100; LAP4-GFP MLPCN: 104; MEP2 TOR yeast: 105

What do the screens show for `CC(=O)Nc1ccc(Nc2cc(C)nc3c(-c4ccc(Cl)cc4)c(C)nn23)cc1`?
AGP1 TOR yeast: 87; CR mimetic SO: 106; GRK2 aptamer HTS: 0; CIT2 TOR yeast: 102; VLA-4 inh: 6; RPL19A TOR yeast: 99; LAP4-GFP MLPCN: 127; MEP2 TOR yeast: 262*

Results for O=C(C[C@H]1C/C=C\CC[C@@H](Cc2ccc(F)cc2)C(=O)O[C@@H](c2ccccc2)CNC1=O)N[C@@H](CO)Cc1ccccc1 ?
AGP1 TOR yeast: 107; CR mimetic SO: 94; GRK2 aptamer HTS: 0; CIT2 TOR yeast: 102; VLA-4 inh: -12; RPL19A TOR yeast: 100; LAP4-GFP MLPCN: 116; MEP2 TOR yeast: 104

Results for O=C(c1ccc(Cl)cc1)N1CCN(c2cccc3[nH]ccc23)CC1 ?
AGP1 TOR yeast: 98; CR mimetic SO: 111; GRK2 aptamer HTS: 0; CIT2 TOR yeast: 91; VLA-4 inh: 0; RPL19A TOR yeast: 65; LAP4-GFP MLPCN: 259*; MEP2 TOR yeast: 87

How did COc1ccc(C(=O)OC(C)C(=O)NC(C)CCc2ccccc2)cc1OC (stereo not drawn) do in these assays?
AGP1 TOR yeast: 103; CR mimetic SO: 120; GRK2 aptamer HTS: 0; CIT2 TOR yeast: 107; VLA-4 inh: 42; RPL19A TOR yeast: 102; LAP4-GFP MLPCN: 98; MEP2 TOR yeast: 105

What do the screens show for `Cc1ccc(N(Cc2ccc([N+](=O)[O-])cc2)C(=O)c2ccco2)cc1C`?
AGP1 TOR yeast: 103; CR mimetic SO: 97; GRK2 aptamer HTS: 0; CIT2 TOR yeast: 103; VLA-4 inh: 0; RPL19A TOR yeast: 104; LAP4-GFP MLPCN: 99; MEP2 TOR yeast: 98

How did C=CCCC(=O)Nc1ccc(COC(=O)N2CCOCC2)cc1 do in these assays?
AGP1 TOR yeast: 99; CR mimetic SO: 101; GRK2 aptamer HTS: 0; CIT2 TOR yeast: 101; VLA-4 inh: 13; RPL19A TOR yeast: 98; LAP4-GFP MLPCN: 102; MEP2 TOR yeast: 105

Results for O=C(Nc1ccccc1)C(=O)c1c[nH]c2ccccc12 ?
AGP1 TOR yeast: 97; CR mimetic SO: 96; GRK2 aptamer HTS: 12; CIT2 TOR yeast: 95; VLA-4 inh: -12; RPL19A TOR yeast: 96; LAP4-GFP MLPCN: 94; MEP2 TOR yeast: 102

What do the screens show for `CCc1ccc(NC(=O)c2ccc3c(=O)n4c(nc3c2)CCCCC4)cc1`?
AGP1 TOR yeast: 101; CR mimetic SO: 107; GRK2 aptamer HTS: 1; CIT2 TOR yeast: 96; VLA-4 inh: 1; RPL19A TOR yeast: 103; LAP4-GFP MLPCN: 122; MEP2 TOR yeast: 108

Results for Cc1cc(-c2cccnc2)c(C#N)c(SCc2cccc(F)c2)n1 ?
AGP1 TOR yeast: 109; CR mimetic SO: 103; GRK2 aptamer HTS: 0; CIT2 TOR yeast: 114; VLA-4 inh: 5; RPL19A TOR yeast: 108; LAP4-GFP MLPCN: 102; MEP2 TOR yeast: 106

How did CCOC(=O)c1c(N)sc(C(O)(C(F)(F)F)C(F)(F)F)c1-c1ccccc1 do in these assays?
AGP1 TOR yeast: 96; CR mimetic SO: 96; GRK2 aptamer HTS: 0; CIT2 TOR yeast: 71; VLA-4 inh: 13; RPL19A TOR yeast: 98; MEP2 TOR yeast: 100

What do the screens show for `COCCn1cc(C(=O)c2cc(Br)ccc2O)cc(C#N)c1=O`?
AGP1 TOR yeast: 99; CR mimetic SO: 93; GRK2 aptamer HTS: 0; CIT2 TOR yeast: 97; VLA-4 inh: 10; RPL19A TOR yeast: 92; LAP4-GFP MLPCN: 97; MEP2 TOR yeast: 97

Results for CCCCCC1CC(CC(C)C(=O)Nc2nncs2)C(=O)O1 (stereo not drawn) ?
AGP1 TOR yeast: 105; CR mimetic SO: 117; GRK2 aptamer HTS: 1; CIT2 TOR yeast: 109; VLA-4 inh: 7; RPL19A TOR yeast: 99; LAP4-GFP MLPCN: 101; MEP2 TOR yeast: 107

How did CC(C)C(O)(c1ccccc1)C(CN1CCOCC1)c1ccccc1 (stereo not drawn) do in these assays?
AGP1 TOR yeast: 104; CR mimetic SO: 103; GRK2 aptamer HTS: 4; CIT2 TOR yeast: 105; VLA-4 inh: 2; RPL19A TOR yeast: 110; LAP4-GFP MLPCN: 94; MEP2 TOR yeast: 109

What do the screens show for `Cc1cccc(NC(=O)CSc2ccc(-c3ccco3)nn2)c1`?
AGP1 TOR yeast: 97; CR mimetic SO: 98; GRK2 aptamer HTS: 1; CIT2 TOR yeast: 91; VLA-4 inh: 11; RPL19A TOR yeast: 97; LAP4-GFP MLPCN: 111; MEP2 TOR yeast: 97

How did Cc1ccc(C2C(C#N)=C(N)Oc3c2oc(CO)cc3=O)o1 (stereo not drawn) do in these assays?
AGP1 TOR yeast: 103; CR mimetic SO: 84; GRK2 aptamer HTS: 0; CIT2 TOR yeast: 97; VLA-4 inh: 2; RPL19A TOR yeast: 100; LAP4-GFP MLPCN: 99; MEP2 TOR yeast: 105

How did CCOC(=O)c1oc2ccc3c(c2c1C)C(=O)CC1(CCN(C(=O)OCC)CC1)O3 do in these assays?
AGP1 TOR yeast: 95; CR mimetic SO: 121; GRK2 aptamer HTS: 3; CIT2 TOR yeast: 103; VLA-4 inh: -7; RPL19A TOR yeast: 98; LAP4-GFP MLPCN: 110; MEP2 TOR yeast: 106

How did Cc1ccc(-n2c(SCC(=O)N3CCN(c4ccccn4)CC3)nnc2N2CCCC2)cc1 do in these assays?
AGP1 TOR yeast: 111; CR mimetic SO: 91; GRK2 aptamer HTS: 1; CIT2 TOR yeast: 108; VLA-4 inh: 7; RPL19A TOR yeast: 111; LAP4-GFP MLPCN: 114; MEP2 TOR yeast: 111

Results for COC(=O)NNC(=S)NCc1ccccc1 ?
AGP1 TOR yeast: 101; CR mimetic SO: 104; GRK2 aptamer HTS: 2; CIT2 TOR yeast: 103; VLA-4 inh: 12; RPL19A TOR yeast: 105; LAP4-GFP MLPCN: 102; MEP2 TOR yeast: 112

Retrieved by compound from above (2):
How did C=CCCC(=O)Nc1ccc(COC(=O)N2CCOCC2)cc1 do in these assays?
AGP1 TOR yeast: 99; CR mimetic SO: 101; GRK2 aptamer HTS: 0; CIT2 TOR yeast: 101; VLA-4 inh: 13; RPL19A TOR yeast: 98; LAP4-GFP MLPCN: 102; MEP2 TOR yeast: 105

What do the screens show for `Cc1cccc(NC(=O)CSc2ccc(-c3ccco3)nn2)c1`?
AGP1 TOR yeast: 97; CR mimetic SO: 98; GRK2 aptamer HTS: 1; CIT2 TOR yeast: 91; VLA-4 inh: 11; RPL19A TOR yeast: 97; LAP4-GFP MLPCN: 111; MEP2 TOR yeast: 97

Next records follow.
How did N/C(=N\OC(=O)c1ccc2c(c1)OCO2)c1cccc(Br)c1 do in these assays?
AGP1 TOR yeast: 81; CR mimetic SO: 108; GRK2 aptamer HTS: 0; CIT2 TOR yeast: 94; VLA-4 inh: 2; RPL19A TOR yeast: 95; LAP4-GFP MLPCN: 123; MEP2 TOR yeast: 92

Results for CCN(C(=O)CSc1nnnn1-c1cc(C)ccc1OC)C1CCS(=O)(=O)C1 (stereo not drawn) ?
AGP1 TOR yeast: 90; CR mimetic SO: 86; GRK2 aptamer HTS: 0; CIT2 TOR yeast: 86; VLA-4 inh: 8; RPL19A TOR yeast: 87; LAP4-GFP MLPCN: 96; MEP2 TOR yeast: 104

Results for Cc1ccc(-c2csc3nc(C)n(-n4cccc4)c(=O)c23)o1 ?
AGP1 TOR yeast: 97; CR mimetic SO: 95; GRK2 aptamer HTS: 0; CIT2 TOR yeast: 102; VLA-4 inh: -1; RPL19A TOR yeast: 97; LAP4-GFP MLPCN: 98; MEP2 TOR yeast: 101

How did COc1ccc([C@@H]2[C@@H]3C(=O)N(C(C)(C)C)C(=O)[C@@H]3[C@]3(CC(C)C)C(=O)N(c4ccccc4)C(=O)N23)cc1 do in these assays?
AGP1 TOR yeast: 100; CR mimetic SO: 120; GRK2 aptamer HTS: 0; CIT2 TOR yeast: 101; VLA-4 inh: 3; RPL19A TOR yeast: 103; LAP4-GFP MLPCN: 106; MEP2 TOR yeast: 110

Results for Cn1c(=O)c(-c2ccccc2)c(O)c2ccccc21 ?
AGP1 TOR yeast: 106; CR mimetic SO: 88; GRK2 aptamer HTS: 1; CIT2 TOR yeast: 108; VLA-4 inh: 0; RPL19A TOR yeast: 112; LAP4-GFP MLPCN: 88; MEP2 TOR yeast: 116

Results for CCOc1ccccc1C1NC(=O)NC(C)=C1C(=O)OCc1ccco1 (stereo not drawn) ?
AGP1 TOR yeast: 96; CR mimetic SO: 106; GRK2 aptamer HTS: 0; CIT2 TOR yeast: 96; VLA-4 inh: 6; RPL19A TOR yeast: 99; LAP4-GFP MLPCN: 103; MEP2 TOR yeast: 107

How did COc1cc(C(C(=O)NC(C)(C)C)N(Cc2ccc3c(c2)OCO3)C(=O)c2cnccn2)cc(OC)c1OC (stereo not drawn) do in these assays?
AGP1 TOR yeast: 99; CR mimetic SO: 99; GRK2 aptamer HTS: 1; CIT2 TOR yeast: 99; VLA-4 inh: 10; RPL19A TOR yeast: 98; LAP4-GFP MLPCN: 95; MEP2 TOR yeast: 102

Results for CCCCn1c(NCCO)nc2ccccc21 ?
AGP1 TOR yeast: 101; CR mimetic SO: 99; GRK2 aptamer HTS: 2; CIT2 TOR yeast: 102; VLA-4 inh: 31; RPL19A TOR yeast: 99; LAP4-GFP MLPCN: 100; MEP2 TOR yeast: 95

How did CCOc1cccc(C(=O)NC2=NCCS2)c1 do in these assays?
AGP1 TOR yeast: 102; CR mimetic SO: 97; GRK2 aptamer HTS: 1; CIT2 TOR yeast: 100; VLA-4 inh: -3; RPL19A TOR yeast: 101; LAP4-GFP MLPCN: 95; MEP2 TOR yeast: 101

How did O=C(CN1C(=O)CSC1=O)Nc1ccc(N2CCOCC2)cc1 do in these assays?
AGP1 TOR yeast: 106; CR mimetic SO: 95; GRK2 aptamer HTS: 0; CIT2 TOR yeast: 106; VLA-4 inh: 5; RPL19A TOR yeast: 99; LAP4-GFP MLPCN: 107; MEP2 TOR yeast: 128

What do the screens show for `COc1cccc(C(O)C2OC(=O)c3ccccc32)c1OC` (stereo not drawn)?
AGP1 TOR yeast: 106; CR mimetic SO: 98; GRK2 aptamer HTS: 3; CIT2 TOR yeast: 100; VLA-4 inh: 1; RPL19A TOR yeast: 103; LAP4-GFP MLPCN: 100; MEP2 TOR yeast: 105

What do the screens show for `NNC(=O)[C@H](Cc1ccccc1)NC(=O)Nc1ccc2c(c1)OCCO2`?
AGP1 TOR yeast: 103; CR mimetic SO: 120; GRK2 aptamer HTS: 4; CIT2 TOR yeast: 104; VLA-4 inh: 0; RPL19A TOR yeast: 99; LAP4-GFP MLPCN: 111; MEP2 TOR yeast: 92

No enrichment for hits, and some 1.7% of all compounds hit somewhere here.
